# tim23-1 inh: tim23-1 yeast growth inhibition; S. cerevisiae tim23-1 growth, BacTiter-Glo luminescence, 24 h; inhibition, % at 20 µM; actives 1.3% (n = 330,000);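 active = growth inhibition of the mutant yeast at or above 50%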;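 note: temperature-sensitive mutant grown at 25 °C; plate controls were DMSO-treated mutant yeast for no effect and medium wells lacking yeast for full effect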
# tim10-1 inh: inhibits growth of tim10-1 mutant yeast. S. cerevisiae tim10-1 ts strain growth, BacTiter-Glo, 24 h. inhibition, % at 20 µM. actives 2.2% (n = 330,000). AID 463190;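 active = inhibition of at least 40%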;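 note: mutant grown at 25 °C; 0% = DMSO wells with yeast and 100% = wells holding no yeast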
# Mdm2 MdmX PPI: inhibitors of human Mdm2/MdmX interaction | O15151+Q00987 | SaOS-2 split-luciferase Mdm2/MdmX complementation, luminescence | inhibition, % at 8 µM | actives 3% (n = 330,000);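 active = inhibition of at least 50% at 8 µM in the primary screen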
# Target sequence (O15151 whole entry, looked up): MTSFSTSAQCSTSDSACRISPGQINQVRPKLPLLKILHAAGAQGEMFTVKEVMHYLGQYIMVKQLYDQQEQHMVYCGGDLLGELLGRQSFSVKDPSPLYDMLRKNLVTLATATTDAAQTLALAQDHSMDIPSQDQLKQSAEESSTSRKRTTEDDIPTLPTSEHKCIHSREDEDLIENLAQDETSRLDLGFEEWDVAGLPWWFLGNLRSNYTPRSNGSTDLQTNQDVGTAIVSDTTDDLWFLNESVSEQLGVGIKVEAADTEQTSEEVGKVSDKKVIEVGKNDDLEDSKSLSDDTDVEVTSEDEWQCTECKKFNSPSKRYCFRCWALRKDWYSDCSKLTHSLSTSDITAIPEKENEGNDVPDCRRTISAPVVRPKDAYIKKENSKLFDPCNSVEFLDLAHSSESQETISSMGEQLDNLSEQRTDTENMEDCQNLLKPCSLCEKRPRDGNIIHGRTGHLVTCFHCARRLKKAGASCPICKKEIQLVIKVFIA
# Target sequence (Q00987 whole entry, looked up): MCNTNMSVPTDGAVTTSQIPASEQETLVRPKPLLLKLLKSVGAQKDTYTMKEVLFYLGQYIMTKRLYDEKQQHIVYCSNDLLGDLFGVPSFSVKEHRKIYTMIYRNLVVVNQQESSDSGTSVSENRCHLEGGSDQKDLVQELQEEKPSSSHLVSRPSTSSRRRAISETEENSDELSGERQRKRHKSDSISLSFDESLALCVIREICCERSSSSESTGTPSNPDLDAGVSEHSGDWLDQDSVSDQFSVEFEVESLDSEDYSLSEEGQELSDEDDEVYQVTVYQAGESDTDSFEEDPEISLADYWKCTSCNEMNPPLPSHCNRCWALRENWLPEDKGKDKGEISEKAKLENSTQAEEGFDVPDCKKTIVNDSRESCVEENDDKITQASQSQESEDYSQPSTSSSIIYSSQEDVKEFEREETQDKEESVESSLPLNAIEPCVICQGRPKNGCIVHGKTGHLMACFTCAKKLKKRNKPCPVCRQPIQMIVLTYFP
# Jurkat NFkB inh: lowers PMA/ionomycin-induced NF-kB signal in Jurkat cells | AID 435003 | PMA/ionomycin-induced NF-kB luciferase reporter, luminescence | inhibition, % at 4 µM | actives 0.53% (n = 330,000); in the data active = inhibition above about 50%
# 697 NFkB inh: inhibitors of the PMA/ionomycin-induced NF-kB reporter in 697 B cells. inhibition, % at 4 µM. actives 0.33% (n = 330,000). 697 B-cell NF-kB luciferase reporter, 16 h; in the data active = inhibition above about 35%
# UPR XBP1 act: activators of adaptive arm of unfolded protein response (XBP1); CHO-XBP1 luciferase reporter, IRE1-XBP1 UPR activation, luminescence; percent of tunicamycin response, DMSO as zero; activation, % at 20 µM; actives 0.33% (n = 330,000); AID 463104;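 active = versus positive control, 20 µM dose yields 30% or more activation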;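 note: 100% = tunicamycin at 10 µg/mL and 0% = DMSO only wells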
#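 Material: IRE1-XBP1 luciferase reporter CHO line / Quantity: one thousand reporter cells per well / Buffer or medium: F12 with 10% serum / Compound: 20 µM single concentration, DMSO 1% / Times: 6 h treatment, 37 °C / Detection: Steady-Glo luciferase glow luminescence, 10 min after reagent addition / Benchmarks: tunicamycin high, DMSO low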
# TIM10 inh: growth inhibitors of TIM10 yeast strain. inhibition, % at 10 µM. S. cerevisiae TIM10 strain growth, BacTiter-Glo luminescence, 24 h. actives 1.4% (n = 330,000);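 active = inhibition of 40% or more at the single tested concentration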;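 note: wild-type TIM10 isogenic control strain grown at permissive 25 °C; 0% = DMSO yeast wells and 100% = minimal medium wells without yeast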
# UPR CHOP act: activators of apoptotic arm of unfolded protein response (CHOP) | AID 449763 | CHO-CHOP luciferase reporter, UPR activation, luminescence; percent of tunicamycin response over DMSO baseline | actives 0.34% (n = 330,000) | activation, % at 10 µM;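 active = at 10 µM dose, activation of 40% or more, normalized to positive control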;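 note: 100% = tunicamycin at 10 µg/mL and 0% = DMSO alone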
#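 Test system: CHO CHOP reporter cells. Input: 500 CHO-CHOP cells per well. Medium: F12 with 10% FBS. Technique: luciferase luminescence. Measure: percent activation relative to tunicamycin control. Dosing: 10 µM compound, 0.5% DMSO. Timing: 16-18 h cell attachment, then 6 h compound exposure, 37 °C.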
# The depositor's hits bear a star.
SMILES,tim23-1 inh,tim10-1 inh,Mdm2 MdmX PPI,Jurkat NFkB inh,697 NFkB inh,UPR XBP1 act,TIM10 inh,UPR CHOP act
O=C(COc1ncnc2ccccc12)c1ccc(Cl)cc1,39,16,-45,-25,-59,-1,26,3.8
CSc1ccccc1C(=O)N1CCC2(CC1)CC(=O)c1ccccc1O2,23,13,32,19,-10,-1,5,-0.8
COc1cccc(N2CCN(Cc3nc(N)nc(Nc4ccccc4)n3)CC2)c1,2,18,-14,11,-1,-1,-17,-0.3
COc1ccc(OCC#CCNC(C)(C)C)cc1,-6,0,-8,-12,-21,0,2,-0.4
Cc1cc(Br)cc2c1N(C)C(=O)C2(c1ccc(O)cc1)c1ccc(O)cc1,18,24,12,13,10,-2,18,6.0
Cn1c(CC(=O)Nc2ccccc2F)nnc1SCC(=O)N1CCOCC1,2,-7,13,-10,0,-1,-5,1.0
CCC(Oc1ccccc1)C(=O)Nc1nnc(C(F)(F)F)s1 (centres undefined),32,25,4,0,-9,1,10,-1.7
CC1C/C(=N/NC(=O)c2ccc(CSc3nc4ccccc4[nH]3)cc2)CC(C)(C)C1 (centres undefined),18,5,-25,-11,-8,-2,11,1.6
CC12CCC(=O)N1C(C(=O)Nc1nnc(SCc3ccc(F)cc3)s1)CS2 (centres undefined),22,16,-1,12,4,-3,20,2.1
CC(C)(C)c1ccc(/C=C/C(=O)NCCCN2CCOCC2)cc1,3,3,18,-19,6,-3,6,2.6
CCOc1ccc2nc(SCC(=O)NC3CCS(=O)(=O)C3)[nH]c2c1 (centres undefined),6,-9,29,13,28,1,6,-0.9
O=C(N[C@@H](Cc1ccccc1)C(=O)OCc1ccccc1)c1nc[nH]c1C(=O)NC1CCNCC1,4,-12,20,-3,2,1,-2,-1.0
COc1ccccc1CCC(=O)N(Cc1ccccc1)c1c(N)n(Cc2ccccc2)c(=O)[nH]c1=O,29,14,43,11,8,-3,6,0.3
CN(C(=O)c1ccc(NC(=O)Cc2ccc(NC(=O)C3CCCN(C(=O)C4CC4)C3)cc2)cc1)C1CC1 (centres undefined),6,-10,-13,-12,8,-2,0,2.4
CCC(=O)Nc1ccc(-c2csc(NNC(C)=O)n2)cc1,2,-1,-21,-6,11,-1,4,0.8
Cc1cccc(NC(=O)c2ccccc2NC(=O)C2CCCCC2)c1C,34,36,17,0,-16,-4,34,-2.1
COc1ccccc1N1CCN(C(=O)/C=C/c2ccco2)CC1,14,3,-3,-4,-9,1,-3,1.6
CCOc1ccc2c(c1)C(C)=CC(C)(C)N2C(=O)Nc1ccccc1F,7,8,-3,-2,0,0,16,2.4
Cc1ccc(N2C(=O)[C@@H]3[C@H](C2=O)C2CCCN2[C@@H]3C(=O)c2ccccc2)cc1 (some centres undefined),14,25,2,0,2,1,3,3.7
COC(=O)/C=C1/SC(=Nc2ccc(C)cc2C)NC1=O,17,2,-4,7,-4,-2,9,1.4
COc1cc2c(cc1OC)CN(c1ccc3ccccc3n1)CC2,34,18,-4,-30,-33,1,21,6.7
Cc1ccccc1N1CN(Cc2ccco2)CNC1=S,14,15,20,7,-16,1,9,2.8
COc1ccc(-c2nn(-c3ccccc3)cc2C(=O)Nc2nccs2)cc1,45,36,13,1,-9,-2,43*,3.5
CN1C(=O)N(C)C2(c3ccccc3)NNC(N)=NC12c1ccccc1 (centres undefined),1,-13,10,1,12,0,1,0.2
O=C(Nc1ncn[nH]1)c1cc(S(=O)(=O)Nc2ccc(Cl)cc2)ccc1Cl,6,-4,12,-15,10,-4,-13,-0.4

# Continuation:
SMILES,tim23-1 inh,tim10-1 inh,Mdm2 MdmX PPI,Jurkat NFkB inh,697 NFkB inh,UPR XBP1 act,TIM10 inh,UPR CHOP act
CCOC(=O)C1CCCN(CCC(=O)Nc2cccc(Cl)c2C)C1 (centres undefined),-3,10,13,-6,-10,-2,-7,-0.1
CN(C)C(=S)NC(=O)C12CC3CC(C)(CC(C)(C3)C1)C2,30,4,-6,1,-1,-2,11,0.6
CCCCCc1ccc(-c2ccc(C(=O)O)cc2)nc1,-8,-11,-67,-66,-258,-3,-5,-5.2
CCn1c(CN2CCCCCC2=O)nnc1SCc1cnc(-c2ccccc2)s1,6,26,20,-15,-15,1,21,2.8
COc1ccc(CNC(=O)[C@@H]2CCCN2C(=O)[C@@H]2Cc3ccccc3CN2C(=O)OC(C)(C)C)cc1,18,23,16,6,-5,-1,8,1.2
COc1ccc(OCCSc2nc3ccccc3c(=O)[nH]2)cc1,-4,-17,9,-6,-15,-2,-7,0.7
O=C(Nc1cccc(NC(=O)c2cccs2)c1)c1ccc(Br)o1,61*,16,6,-15,8,-6,3,-0.7
CC(NC(=O)CSc1ncn[nH]1)c1ccc(Cl)cc1Cl (centres undefined),-3,11,7,18,18,4,6,0.6
Cc1ccc2cc(/C=N/NC(=O)CN3CCCCC3)c(Cl)nc2c1,6,0,10,-2,17,1,3,0.1
COc1ccc(Cl)cc1NC(=O)c1nnn(CC(=O)Nc2cc(C)cc(C)c2)c1N,-12,0,94*,7,3,-2,4,0.3
CC(C)C(NC(=O)C(NC(=O)C1O[C@@H]2OC(C)(C)O[C@@H]2[C@H]2OC(C)(C)O[C@@H]12)C(C)C)C(=O)O (some centres undefined),16,8,-5,-3,21,1,2,-0.9
C/C=C/C(=O)Nc1cccc(C2=NOC3(C2)C[C@@H](C(N)=O)N(C(=O)/C(C)=C/C)C3)c1 (some centres undefined),-5,-8,10,2,7,-2,5,1.0
CCCC(=O)Nc1nc2c(OC)ccc(OC)c2s1,17,23,11,-4,24,-2,16,0.5
CCOC(=O)c1ccccc1NC(=O)Nc1ccc(OC)c(OC)c1,5,-1,4,1,17,-1,-5,0.4
O=C(NNc1cccc(Cl)c1)c1cccnc1Cl,-42,-2,-7,-15,-27,2,-10,-1.0
Oc1ccc2ccccc2c1C=Nc1ccc(Cl)cn1,33,20,9,9,11,-3,18,0.2
CSc1ccc(S(=O)(=O)NCC(=O)OCC(=O)N(C)Cc2ccccc2)cc1[N+](=O)[O-],4,-2,-2,5,9,-3,-3,-1.6
COc1ccc(-c2nn(-c3ccccc3)cc2C(=O)N2CCN(S(=O)(=O)c3cccc(F)c3)CC2)cc1,15,21,34,12,-1,4,37,13
C#CCOCCOCCOCCNc1nc(N2CCN(C(=O)C([C@@H](C)CC)n3cc(C(N)Cc4ccc(O)cc4)nn3)CC2)nc(N2CCN(C(=O)[C@H](CCC(=O)O)n3cc(C(N)[C@H](C)CC)nn3)CC2)n1 (some centres undefined),-1,-8,-9,-5,0,-1,-3,-1.6
O=C(Nc1ccc2c(c1)OCCO2)c1cc2ccccc2o1,30,2,-123,-125,-78,-5,30,4.0
Cc1ccc(C(C)C)c(OCc2nn(CC(=O)c3ccc(Cl)cc3)c3[n+]2CCCCC3)c1,31,28,97*,10,-6,10,5,0.7
CCOCCCN(C(=O)c1ccco1)C(C(=O)NC1CCCC1)c1ccc(OC)cc1 (centres undefined),17,5,2,2,14,-4,-5,1.0
Cc1cccc(NC(c2ccc(C)s2)c2ccc3ccc(C)nc3c2O)n1 (centres undefined),57*,93*,98*,15,-36,2,34,93*
CNC(=O)NC(=S)NC(=O)c1ccc(OC)cc1,1,2,-22,-13,-2,3,-3,0.6
COc1cc(OC)c(C2N(c3ccc(Cl)c(Cl)c3)C(=O)C3CCCN32)cc1OC (centres undefined),-5,-22,3,5,-17,0,-19,2.8

# Quoted at random: two records from the list
SMILES,tim23-1 inh,tim10-1 inh,Mdm2 MdmX PPI,Jurkat NFkB inh,697 NFkB inh,UPR XBP1 act,TIM10 inh,UPR CHOP act
Oc1ccc2ccccc2c1C=Nc1ccc(Cl)cn1,33,20,9,9,11,-3,18,0.2
CC(C)(C)c1ccc(/C=C/C(=O)NCCCN2CCOCC2)cc1,3,3,18,-19,6,-3,6,2.6

# (more compounds)
SMILES,tim23-1 inh,tim10-1 inh,Mdm2 MdmX PPI,Jurkat NFkB inh,697 NFkB inh,UPR XBP1 act,TIM10 inh,UPR CHOP act
O=C(OCC(=O)c1ccc[nH]1)c1ccc(C(F)(F)F)cc1,11,-4,-15,3,10,1,1,1.3
COc1cc2c(cc1OC)CN(C(=O)C1CCCN1S(=O)(=O)c1ccc(C)cc1)CC2 (centres undefined),6,19,0,-11,-5,-3,1,-2.4
CCc1cccc(C)c1NC(=O)COC(=O)CNC(=O)c1cccs1,-8,0,-19,-5,-13,1,2,1.5
CCCNC(=O)c1onc(CSc2ccc(F)c(F)c2)c1C(=O)NCCC,26,24,-16,8,1,-3,26,1.5
COc1ccc(C(=O)N2CCN(Cc3ccc(OC)c(OC)c3)CC2)cc1,13,5,7,7,4,0,-3,1.2
Cc1cc(C(F)F)n2ncc(C(=O)NCc3ccccc3F)c2n1,21,22,9,1,-1,3,1,2.2
O=C1NC(c2ccccc2)=NC1(NS(=O)(=O)c1ccc(Cl)cc1)C(F)(F)F (centres undefined),19,3,-8,5,-20,0,6,1.9
COc1ccccc1N1CCN(C(=O)C(C)NC(=O)c2cccc([N+](=O)[O-])c2)CC1 (centres undefined),17,8,17,13,5,1,-8,0.0
C=CCNC(=O)c1c(Cl)cccc1Cl,-1,10,30,1,0,2,6,1.0
CC(C(=O)NCC1CCCO1)n1cccc1C(=O)c1ccccc1 (centres undefined),17,20,2,-5,10,-2,-17,-0.7
CSc1cccc(CN2CCN(Cc3ccccc3)C(CCO)C2)c1 (centres undefined),6,10,12,-3,6,1,-18,-1.7

# Among those listed so far, 8 have an NH in an aromatic ring:
SMILES,tim23-1 inh,tim10-1 inh,Mdm2 MdmX PPI,Jurkat NFkB inh,697 NFkB inh,UPR XBP1 act,TIM10 inh,UPR CHOP act
CC1C/C(=N/NC(=O)c2ccc(CSc3nc4ccccc4[nH]3)cc2)CC(C)(C)C1 (centres undefined),18,5,-25,-11,-8,-2,11,1.6
CCOc1ccc2nc(SCC(=O)NC3CCS(=O)(=O)C3)[nH]c2c1 (centres undefined),6,-9,29,13,28,1,6,-0.9
O=C(N[C@@H](Cc1ccccc1)C(=O)OCc1ccccc1)c1nc[nH]c1C(=O)NC1CCNCC1,4,-12,20,-3,2,1,-2,-1.0
COc1ccccc1CCC(=O)N(Cc1ccccc1)c1c(N)n(Cc2ccccc2)c(=O)[nH]c1=O,29,14,43,11,8,-3,6,0.3
O=C(Nc1ncn[nH]1)c1cc(S(=O)(=O)Nc2ccc(Cl)cc2)ccc1Cl,6,-4,12,-15,10,-4,-13,-0.4
COc1ccc(OCCSc2nc3ccccc3c(=O)[nH]2)cc1,-4,-17,9,-6,-15,-2,-7,0.7
CC(NC(=O)CSc1ncn[nH]1)c1ccc(Cl)cc1Cl (centres undefined),-3,11,7,18,18,4,6,0.6
O=C(OCC(=O)c1ccc[nH]1)c1ccc(C(F)(F)F)cc1,11,-4,-15,3,10,1,1,1.3

# Assay outcomes: PubChem BioAssay, Sanford-Burnham Center for Chemical Genomics
